Vif imaging = HIV Vif self-association inhibitors, primary screen, imaging, HEK293T, single point; HEK293T cells, Vif self-association by quenched fluorescence, 24 h; inhibition, % at 7.49 µM; 340,000 compounds, 0.35% hits; in the data active = inhibition above about 50%, passing the limit was not always enough; inconclusive = no clear call, values can overlap the other calls; inactive = below about 31%; also: some results filed as inactive read as strong as hits
PDI inh = inhibitors of human PDI, primary screen, biochemical, turbidity, single point, plate reader | inhibition, % at 10 µM | PDI insulin aggregation turbidity, A650, 90 min | 350,000 compounds, 0.052% hits | AID 588391, 2011;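 active = mean inhibition across replicates of 30% or more, whatever share of single replicates reach that level; inconclusive = mean inhibition below 30% while every single replicate reaches 30%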;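 also: absorbance from insulin aggregation driven by PDI reduction with DTT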
Target sequence (P07237 whole entry, looked up): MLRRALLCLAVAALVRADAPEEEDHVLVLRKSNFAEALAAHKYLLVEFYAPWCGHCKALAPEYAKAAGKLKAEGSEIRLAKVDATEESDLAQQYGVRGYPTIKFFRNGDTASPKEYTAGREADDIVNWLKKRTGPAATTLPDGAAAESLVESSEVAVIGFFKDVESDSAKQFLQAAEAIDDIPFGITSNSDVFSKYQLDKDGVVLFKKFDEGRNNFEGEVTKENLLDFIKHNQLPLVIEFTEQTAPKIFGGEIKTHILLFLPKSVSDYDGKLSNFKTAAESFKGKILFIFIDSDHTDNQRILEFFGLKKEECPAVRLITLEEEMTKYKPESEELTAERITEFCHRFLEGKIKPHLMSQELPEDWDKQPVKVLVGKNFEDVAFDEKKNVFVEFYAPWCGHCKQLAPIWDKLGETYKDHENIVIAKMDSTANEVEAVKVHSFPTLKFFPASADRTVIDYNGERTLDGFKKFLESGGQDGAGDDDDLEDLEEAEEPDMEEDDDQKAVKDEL
HIF-2a block = HIF-2a reporter inhibitors, primary screen, luminescence, 786-0 RCC cells; 786-0 RCC cells HIF-2a reporter, luciferase luminescence, overnight; inhibition, % at 18.8 µM; 360,000 compounds, 0.72% hits;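 active = inhibition of the luminescence signal of 40% or more relative to plate controls, in a single-dose primary screen at 18.75 µM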
iPSC survival up = enhancers of single-cell hiPSC survival, primary screen, ATPlite luminescence; 100% = ROCK inhibitor wells, 0% = DMSO; survival enhancement, % at 20 µM; 360,000 compounds, 0.044% hits; in the data active = survival enhancement above about 18%;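 also: cells exposed to compounds for 16 hours before the ATP read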
TRPM1 prom inh = inhibitors of MITF-dependent TRPM1 promoter reporter, primary screen, cell-based, SK-MEL-5, single point, luciferase; SK-MEL-5 TRPM1 promoter luciferase, 24 h; inhibition, % at 12.5 µM; 330,000 compounds, 0.83% hits; AID 488899, 2010;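 active = mean inhibition across replicates of 60% or more, whatever share of single replicates reaches that level; inconclusive = some that reach 60%, reason not given; inactive = mean inhibition across replicates below 60%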; also: values of inactives mirror those of a sister screen read the other way
aDG glyco act = activators of alpha-DG glycosylation, primary screen, uHTS, Pro5-aDG cells, AlphaScreen; activation, % at 10 µM; alpha-DG glycosylation AlphaScreen (IIH6); 0% Pro5, 100% B10-LARGE cell signal; 360,000 compounds, 0.22% hits; AID 624168, 2012;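 active = activation of at least 8% versus controls, or a plate z-score of at least 8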;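 also: Pro5 are CHO cells carrying HIG-tagged alpha-DG that lacks glycosylation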
Peg3 prom inh = Peg3 promoter-driven luciferase inhibitors, primary screen, cell-based, HeLa, luciferase luminescence; inhibition, % at 20 µM; HeLa PEG-Prom luciferase reporter, overnight; 360,000 compounds, 1.7% hits;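 active = inhibition of at least 50% at 20 µM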
NR2E3 ag-1 = inhibitors of NR2E3-RetCOR corepressor binding, primary screen, NR2E3 agonist project, biochemical, TR-FRET, GST-NR2E3, biotin-RetCOR; Photoreceptor-specific nuclear receptor (Homo sapiens), Q9Y5X4; 1536-well; inhibition of corepressor binding, % at 4.78 µM; 320,000 compounds, 0.12% hits; AID 2300, 2010;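 active = percent inhibition above the cutoff of mean plus 3 SD of all tested compounds, set per screening campaign, cut at about 20% in these data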;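 also: 0% = DMSO wells and 100% = biotin wells as full block of FRET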
Target sequence (Q9Y5X4 whole entry, looked up): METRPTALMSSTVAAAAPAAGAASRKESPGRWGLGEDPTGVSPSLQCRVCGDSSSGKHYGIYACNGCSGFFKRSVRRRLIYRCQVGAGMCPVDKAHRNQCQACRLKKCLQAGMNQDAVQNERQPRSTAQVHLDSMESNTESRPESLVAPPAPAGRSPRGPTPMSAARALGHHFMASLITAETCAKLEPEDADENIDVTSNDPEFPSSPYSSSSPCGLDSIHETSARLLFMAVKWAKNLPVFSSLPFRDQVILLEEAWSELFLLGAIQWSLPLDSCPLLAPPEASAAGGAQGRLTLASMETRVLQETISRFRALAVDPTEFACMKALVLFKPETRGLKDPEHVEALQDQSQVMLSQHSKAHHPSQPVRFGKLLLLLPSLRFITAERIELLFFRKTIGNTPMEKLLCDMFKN
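Format: 1536-well format; test system: GST-NR2E3 and biotin-RetCOR proteins; read-out basis: percent inhibition of TR-FRET ratio; timing: 5 h incubation at 4 °C; detection: time-resolved FRET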
CaV13 FRET inh = Primary screen for inhibitors of IQ motif and Ca2+-dependent inactivation inhibitor domain binding in CACNA1D, Förster resonance energy transfer in living cells, … | 340,000 compounds, 0.098% hits | inhibition, % at 12.3 µM | HEK cells, CFP/YFP FRET ICDI-IQ, plate reader, 10 min; percent FRET-ratio fall versus neutral wells;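 active = mean replicate inhibition of at least 30% and at least 1% of replicates passing that level; inconclusive = only one of the two criteria is met; inactive = neither criterion is met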;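 also: 0% = median of the neutral control wells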
Granule exo inh = LAMP-1 surface exposure blockers, TALL-104 cells – cell-based, flow cytometry, MLPCN library, primary screen; TALL-104 LAMP-1 surface exposure; cells stimulated with thapsigargin and PMA; inhibition, % at 10 µM; 360,000 compounds, 0.66% hits; AID 651702, 2012;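 active = inhibition above about 55%, limit read from the data; inconclusive = no clear call, values can overlap the other calls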
NR2E3 ag-2 = NR2E3 agonists in two-hybrid cells, primary screen, cell-based, luminescence, CHO-S, Gal4-NCOR/VP16-NR2E3; Photoreceptor-specific nuclear receptor (Homo sapiens), Q9Y5X4; luciferase; inhibition of corepressor binding, % at 3.98 µM; 360,000 compounds, 0.35% hits; AID 602229, 2012;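 active = inhibition above the mean of all tested compounds plus 3 SD, cut at about 70% in these data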;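 also: 0% = DMSO with NR2E3 transfected cells and 100% = cells lacking NR2E3 construct; higher means lower luciferase signal from less NR2E3 corepressor binding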
Starred values were filed as active, the others as inactive; ? = inconclusive; . = no result given.

Order of values – Vif imaging, Peg3 prom inh, PDI inh, NR2E3 ag-1, aDG glyco act, Granule exo inh, iPSC survival up, CaV13 FRET inh, NR2E3 ag-2, HIF-2a block, TRPM1 prom inh
- O=C(CSc1ncnc2ccccc12)NCCCO
→ -7.6, 9.9, -0.7, 2.4, 0.4, -2.8, -0.9, -0.3, -0.8, 12.3, -1.1
- COc1cc(OC)nc(C(NC(=O)C2CCN(Cc3ccc(N(C)C)cc3)CC2)c2ccc(F)cc2)n1 (stereo unspecified)
→ 26.7, 6.5, 2.6, ., 0.5, -1.3, -2.8, -6.2, 0.3, -3.8, .
- NC(=O)c1ccccc1NC(=O)CSc1nc2c(c(=O)[nH]1)CCCC2
→ 13.1, 14.6, 7.9, 4.6, -0.2, 3.5, 0.6, -2.1, -21.6, 9.0, 4.6
- Cn1c(=O)c2c(ncn2CCOc2ccc(F)cc2)n(C)c1=O
→ -10.8, 26.4, -2.4, 3.7, 0.2, -3.7, -0.8, -4.3, -18.5, 8.6, 19.9
- COc1ccc(C(=O)CSc2ccc(-c3ccc(C)cc3)nn2)cc1
→ -4.5, -108.2, -1.3, -1.1, 0.4, 0.0, 1.0, -1.4, -40.7, -130.8, -25.5
- COc1ccc(NC(=O)Nc2cccc3c2O[C@H](CN(C)C(=O)Nc2ccc(OC)cc2)[C@@H](C)CN([C@H](C)CO)C3=O)cc1
→ -8.6, -9.0, -0.1, ., -0.2, 11.3, -1.8, -4.9, -5.7, -11.5, -17.0
- CCCSc1ccc([C@@H]2[C@H]3C(=O)N(C)C(=O)[C@H]3[C@]3(C(=O)OC)CCCN23)cc1OC
→ -12.7, 2.4, 0.1, ., 0.2, -0.3, 2.8, -4.7, 2.7, -1.5, 8.5
- O=C(NCCCl)Nc1cc([N+](=O)[O-])ccc1Cl
→ -1.5, 14.8, 11.9, -1.9, 0.3, 0.5, 0.2, -4.4, -24.5, 9.1, -6.2
- CNC(=O)c1nnn(Cc2ccccc2)c1NC(C)=O
→ 2.1, -16.1, 17.5, -0.8, 0.2, -1.9, 0.1, -9.5, -4.6, 14.0, 4.4
- CC(c1nc2ccccc2[nH]1)N(C(=O)Cc1csc2ccccc12)c1cccnc1 (stereo unspecified)
→ -2.7, 13.7, ., ., 0.0, -5.5, 4.9, ., 0.7, 21.4, .
- Cc1ccc(NC(=O)COC(=O)[C@H](C)N2C(=O)C3CC=CCC3C2=O)cc1S(=O)(=O)N(C)C (stereo partly specified)
→ 0.1, 17.1, 7.1, -3.3, -0.2, 17.0, -0.5, 6.0, 6.1, 20.0, 29.4
- Cc1ccc(N=Nc2ccc(O)c(P(=O)(c3ccccc3)c3ccccc3)c2)cc1
→ -0.1, 4.0, 0.6, 2.7, -0.2, 9.6, 0.2, -14.8, -0.5, 5.2, -14.6
- CCN1CCN(C(=O)c2cccc(OC3CCN(S(=O)(=O)N(C)C)CC3)c2)CC1
→ -8.4, -39.7, 18.7, -2.9, -0.3, 0.7, -0.2, -6.7, -58.2, -79.8, -17.9
- CCOC(=O)C1=C(N)c2ccccc2CC1C(C)C (stereo unspecified)
→ -5.5, 23.3, -5.3, 1.4, 0.0, -0.8, -0.6, ., -26.8, 10.9, 14.3
- CC(CCc1ccccc1)NC(=O)c1cccc([N+](=O)[O-])c1 (stereo unspecified)
→ 5.0, 9.5, 13.5, -3.1, 0.5, 0.5, 1.9, -13.4, -8.7, -3.6, 11.0
- Cc1ccc(OCCSc2ncnc3sc(C)c(C)c23)cc1C
→ 10.6, -9.4, 6.5, 2.5, 1.4, 0.3, -4.2, -5.2, -12.7, -22.3, 4.0
- NC(=O)c1ccc(NC(=O)CCCNC(=O)c2ccc(Cl)cc2)cc1
→ -4.7, 7.8, -1.5, 0.7, 0.1, 14.2, -0.6, -3.8, -3.1, -9.3, 5.3
- Cc1ccc2[nH]c(=O)c(COC(=O)c3cccs3)cc2c1
→ -28.0, 2.7, 2.1, 17.6, 0.0, 1.3, 1.2, -5.8, -38.8, 4.2, -7.1
- CCCNC(=O)C1(C)CCCN(Cc2ccc(-c3ccccc3)o2)C1 (stereo unspecified)
→ -8.7, 8.1, 2.7, ., 0.1, 7.4, -1.6, -9.0, 15.0, 1.2, .
- CN1CC=C2C(C#N)=C(N)C(C#N)(C#N)C(Cc3ccccc3)C2C1 (stereo unspecified)
→ ., 7.0, 1.8, 2.7, 0.1, 4.2, 1.0, 2.1, 19.6, 10.2, 6.9

Record cards (already shown):
Record of Cc1ccc(OCCSc2ncnc3sc(C)c(C)c23)cc1C = Vif imaging: 10.6; Peg3 prom inh: -9.4; PDI inh: 6.5; NR2E3 ag-1: 2.5; aDG glyco act: 1.4; Granule exo inh: 0.3; iPSC survival up: -4.2; CaV13 FRET inh: -5.2; NR2E3 ag-2: -12.7; HIF-2a block: -22.3; TRPM1 prom inh: 4.0
Record of CC(CCc1ccccc1)NC(=O)c1cccc([N+](=O)[O-])c1 (stereo unspecified) = Vif imaging: 5.0; Peg3 prom inh: 9.5; PDI inh: 13.5; NR2E3 ag-1: -3.1; aDG glyco act: 0.5; Granule exo inh: 0.5; iPSC survival up: 1.9; CaV13 FRET inh: -13.4; NR2E3 ag-2: -8.7; HIF-2a block: -3.6; TRPM1 prom inh: 11.0

Next part.
Order of values – Vif imaging, Peg3 prom inh, PDI inh, NR2E3 ag-1, aDG glyco act, Granule exo inh, iPSC survival up, CaV13 FRET inh, NR2E3 ag-2, HIF-2a block, TRPM1 prom inh
- O=C(CSc1ccc(Cl)cc1)Nc1nnc(-c2cccc([N+](=O)[O-])c2)s1
→ -0.2, 13.3, ., 5.2, 0.1, -9.6, -1.5, -3.3, -18.2, -24.2, .
- CCOc1ccccc1NC(=O)NS(=O)(=O)c1ccc(C)cc1
→ -7.3, 1.2, 1.9, 1.4, -0.1, -2.9, 0.0, -9.3, -14.2, 2.8, 6.2
- COc1ccccc1CNC(=O)COc1ccc(C)nc1[N+](=O)[O-]
→ 7.2, -2.3, -3.7, 2.0, 0.2, 2.2, -2.9, -5.6, 20.4, -1.5, -5.5
- O=S(=O)(NCc1ccc(Cl)cc1)c1cccc2cccnc12
→ 2.4, -9.2, 7.4, 1.6, -0.1, -0.7, 0.1, -2.9, 9.0, 13.9, -1.8
- N#CC1(NC(=O)CSc2n[nH]c(-c3ccccc3)n2)CCCCC1
→ ., 4.5, 8.3, 4.0, -0.1, -3.5, 1.1, -0.3, -16.6, -6.2, 4.8
- O=S(=O)(Nc1ccc2c3c(cccc13)CC2)c1ccc(F)cc1
→ -9.0, 2.6, 8.7, 3.5, 0.3, -2.0, -1.7, -1.2, -8.1, -3.1, 1.5
- O=C(c1ccc(F)cc1)N1CCCC(C(=O)N2CCN(c3ccccc3)CC2)C1 (stereo unspecified)
→ -1.7, 6.2, 9.7, 6.4, 0.1, -6.6, -0.9, -3.2, -2.5, 10.8, -1.4
- CSc1ccc(/C=C(/NC(=O)c2ccc(C)cc2)C(=O)Nc2cccc(C)c2)cc1
→ -5.2, 6.6, 6.6, -2.6, 0.1, 4.0, 0.1, -5.6, 2.7, 10.5, 6.0
- CCOC(=O)C1(CC2CCCCO2)CCN(S(=O)(=O)c2c(C)nn(C)c2C)CC1 (stereo unspecified)
→ -12.0, 10.2, 2.3, 2.0, 0.0, -0.4, 0.3, 5.1, -20.1, 12.1, -12.6
- CCOC(=O)C1(CC2CCCCO2)CCN(Cc2nccn2-c2cccc(C)c2)CC1 (stereo unspecified)
→ ., 4.4, -9.1, 0.5, -0.2, -3.0, 1.9, 7.5, -4.2, 7.9, 2.6
- CC(C)n1c2ccccc2c2nnc(SCC(=O)Nc3ccccc3C(=O)O)nc21
→ 0.9, -0.1, 4.5, 26.5*, 0.7, -4.6, 1.4, 7.5, -10.8, 12.7, -6.0
- O=C(c1ccc(NS(=O)(=O)c2ccc(Cl)cc2)cc1)N1CCOCC1
→ 5.8, 7.4, -4.6, 5.3, 0.3, -4.2, 0.1, -5.7, 7.2, 20.2, -6.1
- Cc1ccc(C(=O)CSc2nnc(COc3ccccc3)o2)cc1
→ 3.8, -19.1, 0.4, -0.7, 0.2, -1.6, 2.3, -4.8, -52.5, -6.4, 8.4
- Cc1nnc(NC(=O)C2CC(=O)N(c3ccccc3)C2)s1 (stereo unspecified)
→ 4.4, 14.9, 8.2, -3.0, 0.1, -8.3, 0.4, -6.9, -21.9, 8.5, 3.6
- CCOC(=O)c1[nH]c2ccc(OC)cc2c1NC(=O)CN1CCSCC1
→ -0.4, 20.4, 7.9, -2.1, 0.1, 4.5, -3.3, 1.0, -8.2, 19.7, -1.5
- O=C(NCCCN1CCCC1)c1ccc2c(c1)N(Cc1cccc(Cl)c1)C(=O)c1ccccc1S2(=O)=O
→ ?, 2.7, 12.0, ., 0.6, -2.3, -2.5, -4.9, -18.8, 4.3, .
- CC(NC(=O)c1cccc2ccccc12)c1ccc2c(c1)CCCC2 (stereo unspecified)
→ -0.2, 17.4, 18.2, 3.0, -0.1, -6.9, 2.3, -18.5, -52.3, 8.0, 16.0
- NC(=O)COC(=O)c1sc2ccccc2c1Cl
→ 15.6, -1.7, -0.3, 1.7, -0.1, -1.7, -0.6, -4.8, -43.9, 16.9, 1.0
- CCOC(=O)C1CCCN(C(=O)c2ccc3c(c2)N(Cc2ccccc2)C(=O)c2ccccc2S3=O)C1 (stereo unspecified)
→ -0.7, 3.4, 1.9, -0.6, 0.0, 0.8, -0.3, 8.6, -17.0, 16.7, -0.2
- Cc1ccc(NC(=S)NNC(=S)Nc2cccc(C(F)(F)F)c2)cc1
→ 3.2, -9.9, -7.1, -4.4, 0.2, 17.8, 0.0, -4.4, -18.8, -51.2, -20.7
- O=C(CCc1ccccc1)n1nc(-c2ccco2)nc1SCc1ccccc1
→ -0.4, -106.9, ., ., 0.3, -0.3, -2.6, -12.1, -36.5, -137.0, .

Bioassay records deposited in PubChem BioAssay by several laboratories.
